NOD2 inhibition: inhibition of NOD2-driven NF-kB reporter – cell-based, luminescence, uHTS, HEK293 (AID 1566). HEK293 NOD2/NF-kB luciferase reporter, luminescence; higher % means a stronger effect. inhibition, % at 4 µM, or EC50 in µM where a hit was titrated. 290,000 compounds, 0.63% hits; further: many of its hits are not listed in these tables
HIV fusion peptide: inhibitors of HIV fusion peptide binding, primary screen, biochemical, uHTS, fluorescence dequenching (AID 1986); cell-free peptide binding, fluorescence dequenching, 30 min; higher % means a stronger effect; inhibition, % at 20 µM, or IC50 in µM where a hit was titrated; 290,000 compounds, 0.3% hits; in the data active means inhibition mostly above about 52%, no sharp cut-off; inactive means mostly below about 76%; further: some results filed as inactive read as strong as hits
Dengue-2 NS5 capping: flavivirus cap methylation enzyme inhibition – biochemical, confirmation dose response, primary screen (AID 588689); Dengue-2 NS5 methyltransferase capping enzyme assay, biochemical; higher % means a stronger effect; inhibition, % at 25 µM; hits with a dose series show IC50 in µM; 340,000 compounds, 0.3% hits; in the data active means a potency from the dose series; inconclusive means inhibition above about 29% without an active follow-up result
West Nile virus CPE: West Nile virus antiviral activity, cell-based, CPE readout (AID 1621). West Nile virus-infected cells, CPE inhibition; higher % means a stronger effect. CPE inhibition, % at 10 µM; hits with a dose series show IC50 in µM. 290,000 compounds, 0.02% hits; in the data active means a potency from the dose series; inconclusive means CPE inhibition mostly from about 3.7% at the one dose, without a potency; inactive means the rest, 99 in 100 with CPE inhibition below about 2.2%; further: strong numbers were not always called active
KOR beta-arrestin-1: kappa opioid receptor blockers – cell-based, luminescence, uHTS (AID 1778); KOR beta-arrestin recruitment, luminescence, antagonist mode; higher % means a stronger effect; inhibition, % at 10 µM, or IC50 in µM where a hit was titrated; 290,000 compounds, 0.091% hits; further: strong numbers were not always called active
NOD1 inhibition: inhibition of NOD1-driven NF-kB reporter – cell-based, luminescence, uHTS, primary screen (AID 1578); NOD1-driven NF-kB luciferase reporter cells, luminescence; higher % means a stronger effect; inhibition, % at 4 µM; hits with a dose series show EC50 in µM; 290,000 compounds, 1% hits; in the data active means inhibition mostly above about 36%, no sharp cut-off; inactive means mostly below about 34%;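 further: HEK-293T reporter cells stimulated with the NOD1 agonist gamma-tri-DAP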
AID2073: inhibitors of Mint1-CaV2.2 protein interaction, biochemical, HTRF (AID 2073); HTRF protein-protein interaction, Mint1-CaV2.2; higher % means a stronger effect; inhibition, % at 20 µM, or IC50 in µM where a hit was titrated; 290,000 compounds, 0.19% hits; in the data active means inhibition mostly above about 51%, no sharp cut-off; inconclusive means no clear call, values can overlap the other calls; inactive means mostly below about 53%; further: some results filed as inactive read as strong as hits
Yfh1-depleted yeast: enhancers of respiration in Yfh1-depleted yeast, dose response, Friedreich's ataxia, plus single-dose screen (AID 1465); fold induction at 50 µM, or EC50 in µM where a hit was titrated; 220,000 compounds, 0.074% hits; S. cerevisiae Yfh1-off respiration, WST-1 reduction, 72 h; higher fold induction means a stronger effect;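 active means fold induction of absorbance versus untreated yeast above a set limit, then at least 30% activation at any dose in follow-up; inconclusive means repeats straddling the limit, or above it without dose testing; inactive means fold induction below the set limit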;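 further: activators that raise dye reduction in frataxin-depleted yeast; strong numbers were not always called active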
KOR beta-arrestin-2: kappa opioid receptor activators – cell-based, luminescence, uHTS, primary screen (AID 1777); KOR beta-arrestin recruitment, luminescence; higher % means a stronger effect; activation, % at 10 µM, or EC50 in µM where a hit was titrated; 280,000 compounds, 0.02% hits; in the data active means activation above about 50%, passing the limit was not always enough; further: a part of the inactive calls stands beside numbers as strong as those of hits
Active calls of the source: *; i = inactive; ? = inconclusive; · = no result given; & = joins results of further samples; [ ] = dose if it differs, or a comment. Unless noted, no stated cut-off is given here; in the data, active means inhibition above about 50%; inactive means the rest. An excerpt, so the mix of outcomes need not match the whole.

entry	structure	NOD2 inhibition	West Nile virus CPE	NOD1 inhibition	AID2073	Yfh1-depleted yeast	HIV fusion peptide	Dengue-2 NS5 capping	KOR beta-arrestin-1	KOR beta-arrestin-2
1	COc1ccc(NC(=O)NC2(C)CCS(=O)(=O)C2)cc1 (configuration not stated)	-5%	0.3%	-18%	7%	·	0.7%	-4%	-61%	0.6%
2	Cc1ccc(S(=O)(=O)N2CCCCC2)c2nsnc12	-11%	-0.1%	-3%	4%	·	0.3%	-5%	5%	-3.6%
3	CCN(CC)C(=O)C1CCCN(C(=O)c2cc(COc3ccc4ncccc4c3)on2)C1 (configuration not stated)	·	-0.2%	·	-1%	·	2.8%	2%	7%	-0.6%
4	CCN(CC)CCNC(=O)CCc1c(C)nc2c(c(C)nn2-c2ccc(C)cc2)c1C	6%	-0.4%	-11%	8%	·	-0.4%	-6%	-21%	6.1%
5	CCOC(=O)c1ccc(NC(=O)c2cc(C)nn2-c2ccccc2)cc1	5%	-0.5%	-1%	0%	·	-0.5%	0%	24%	-2.2%
6	COc1ccc(-c2cc(C(=O)NCCCN3CCOCC3)c3cc(C(C)C)ccc3n2)cc1	33%	-0.8%	-10%	41%	·	-0.6%	-2%	-12%	0.9%
7	O=C(Nc1nc2ccccc2[nH]1)c1cc2ccccc2o1	-199%	-0.9%	74%*	17%	i	1.1%	-9%	2%[20 µM]	-8.4%
8	Cc1ccc(/C=N/n2c(-c3ccc(Cl)cc3)n[nH]c2=S)o1	12%	0.2%	0%	-54%	i	-0.2%	-4%	8%	0.9%
9	CC1Cc2ccccc2N1C(=O)CSc1nnnn1Cc1ccccc1 (configuration not stated)	10%	-0.1%	8%	4%	i	1.9%	-3%	10%	2.0%
10	CC(=O)c1cccc(N(CC(=O)NC2CCCCC2)C(=O)CNC(=O)c2cccs2)c1	-2%	0.1%	-19%	20%	·	0.4%	-8%	-19%	2.0%
11	CCOC(=O)C1CCN(C(=O)c2cc(OCC)c(OCC)c(OCC)c2)CC1	-8%	·	-23%	24%	·	0.2%	8%	27%	1.7%
12	Nc1c2c(nn1-c1ccccc1)CCC2	3%	-0.5%	-30%	9%	·	-1.7%	5%	4%	-0.7%
13	CCOCCCN(Cc1cc2cc(C)cc(C)c2[nH]c1=O)C(=O)N(CC)CC	-4%	-0.4%	-10%	5%	i	-0.2%	-7%	9%	0.2%
14	COc1ccc(CN2CCCC(C(=O)c3ccc4c(c3)OCO4)C2)c(F)c1 (configuration not stated)	-6%	-0.6%	1%	13%	·	-1.3%	-4%	-8%	-3.5%
15	CCc1ccccc1NC(=O)CSc1ccsc1[N+](=O)[O-]	18%	-1.8%	-13%	-6%	i	2.9%	-6%	27%	-0.1%
16	COc1ccc(Cl)cc1NC(=O)CSc1nnc(Cc2cccn2C)n1-c1ccc(F)cc1	·	-0.3%	·	3%	i	2.4%	-4%	8%	-3.1%
17	Nc1ncnc(N)c1N=Nc1ccccc1	-116%	?	34%	0%	·	2.2%	-3%	-4%	1.1%
18	Nc1nc(Cl)nc2c1ncn2[C@H]1C[C@H](O)[C@@H](CO)O1	-14%&-17%	1.8%	-81%&-18%	-5%&6%	i	2.0%&0.0%	-5%	20%&-16%	0.1%&3.5%
19	CCOC(=O)C1=C(C)Nc2sc(C(=O)c3ccc(OC)cc3)c(N)c2C1c1ccc(C(=O)OC)cc1 (configuration not stated)	-10%	-0.5%	-28%	18%	i	11%	-5%	21%	6.3%
20	O=c1nc(-c2ccccc2)n(-c2ccc(Cl)cc2)[nH]1	2%	0.4%	-19%	19%	i	-0.2%	-2%	6%	-1.2%

Among those listed so far, these have two or more sulfur atoms.
entry	structure	NOD2 inhibition	West Nile virus CPE	NOD1 inhibition	AID2073	Yfh1-depleted yeast	HIV fusion peptide	Dengue-2 NS5 capping	KOR beta-arrestin-1	KOR beta-arrestin-2
2	Cc1ccc(S(=O)(=O)N2CCCCC2)c2nsnc12	-11%	-0.1%	-3%	4%	·	0.3%	-5%	5%	-3.6%
15	CCc1ccccc1NC(=O)CSc1ccsc1[N+](=O)[O-]	18%	-1.8%	-13%	-6%	i	2.9%	-6%	27%	-0.1%

Remaining list, next part:
entry	structure	NOD2 inhibition	West Nile virus CPE	NOD1 inhibition	AID2073	Yfh1-depleted yeast	HIV fusion peptide	Dengue-2 NS5 capping	KOR beta-arrestin-1	KOR beta-arrestin-2
21	CN(C(=O)c1sc2nc(N3CCCC3)c3c(c2c1N)CC(C)(C)OC3)c1ccccc1	6%	0.6%	-1%	2%	·	0.2%	-1%	2%	-5.9%
22	N#CC1=C(N)Oc2c(ccc3cccnc23)C1c1ccccc1 (configuration not stated)	-25%	-0.7%	0%	15%	i	-4.1%	-14%	-14%	0.9%
23	COc1cc(C2C(C(=O)OCCC#N)=C(C)NC3=C2S(=O)(=O)c2ccccc23)cc(OC)c1OC (configuration not stated)	3%	0.2%	59%	20%	i	3.5%	4%	-28%	1.4%
24	COc1ccc(/C(C)=N/NC(=O)CNC(=O)Cc2ccccc2)c(OC)c1	2%	0.7%	-3%	1%	i	-2.7%	-10%	-17%	2.1%
25	CCN1C(=O)/C(=C\c2ccc(-c3ccc([N+](=O)[O-])cc3OC)o2)SC1=Nc1cccc(C(=O)O)c1	6%	0.1%	-1%	31%	i	29µM*	65µM*	-10%	-5.0%
26	O=C(Nc1ccc(NC(=O)C2CCCCC2)nc1)c1ccccn1	-45%	-0.3%	-25%	4%	i	0.8%	13%	-13%[20 µM]	-3.0%
27	CS(=O)(=O)N(CC(=O)N1CCCCCC1)c1cccc([N+](=O)[O-])c1	4%	-0.1%	19%	-3%	·	1.5%	-7%	4%[20 µM]	-0.9%
28	O=C1Nc2ccccc2C12OCCO2	10%	0.4%	2%	36%	i	1.2%	0%	7%	2.8%
29	O=C(CCNS(=O)(=O)c1ccc2[nH]c(=O)oc2c1)Nc1cccc(Br)c1	-2%	-0.5%	-5%	10%	·	-0.2%	-5%	-5%	-3.8%
30	Cc1cc2cc(CN(CCN3CCOCC3)C(=O)Nc3ccccc3F)c(=O)[nH]c2cc1C	3%	-0.1%	24%	4%	i	-1.0%	-5%	·	-3.3%
31	Cc1ccc(C)c(OCCCNCc2ccccc2)c1	-23%	-1.0%	-6%	3%	·	3.2%	0%	3%[20 µM]	-2.1%
32	Cc1[nH]c(=O)[nH]c(=O)c1S(=O)(=O)N1CCCC(C(=O)NCCC2=CCCCC2)C1 (configuration not stated)	12%	0.6%	-21%	10%	i	0.7%	·	3%	-4.4%
33	COc1ccc(C)cc1NC(=O)c1cc(S(=O)(=O)N2CCC3(CC2)OCCO3)ccc1F	4%	0.3%	-15%	9%	·	-2.0%	-1%	-3%	0.0%
34	Cc1cc(N2CCN(C(c3ccccc3)c3ccccc3)CC2)n2ncnc2n1	22%	-0.7%	-6%	-3%	i	-2.9%	-1%	-7%	-3.4%
35	CCCCC(=O)Nc1ccc(NC(=O)C2CC2)nc1	16%	0.7%	31%	-2%	i	2.5%	-4%	-17%	7.1%
36	NS(=O)(=O)c1ccc(NC(=O)C2COc3ccccc3O2)cc1 (configuration not stated)	13%	0.1%	-15%	3%	i	-1.2%	·	-19%	0.9%
37	Cn1cc(CNC(=O)Nc2ccc3c(c2)OCO3)cn1	-22%	0.0%	-30%	-1%	i	0.0%	-7%	26%	-3.7%
38	CCOC(=O)c1cc(C(=O)Nc2cccc(C)c2)nn1C	-124%	-0.5%	-38%	-1%	i	-3.1%	-3%	-32%	3.6%
39	O=C(CCN1C(=O)c2ccccc2S1(=O)=O)Nc1ccccc1	12%	0.0%	-22%	3%	i	0.2%	4%	-10%[20 µM]	-1.5%
40	CC(C)NC(=O)c1onc(CSc2nc3ccccc3[nH]2)c1C(=O)NC(C)C	20%	-0.5%	18%	-5%	·	1.3%	3%	1%[20 µM]	-0.7%
41	CCCCOC(=O)c1[nH]c(C)c(C(=O)OC)c1C	-43%	-0.1%	-45%	0%	i	0.8%	-3%	-4%	-4.4%
42	Fc1ccccc1/C=N/Nc1ncnc2nc[nH]c12	-29%	·	-26%	10%	·	-2.4%	-3%	-11%	-3.4%
43	Cc1c(Br)c([N+](=O)[O-])nn1C(C)C(=O)NCc1cccnc1 (configuration not stated)	6%	-0.5%	2%	6%	i	-3.5%	-6%	-28%	-2.9%
44	COc1ccc(-n2c(-c3ccccc3)nnc2-c2ccc(Cl)cc2)cc1	8%	-0.6%	-7%	10%	i	-3.0%	2%	-14%	4.4%
45	O=C(NS(=O)(=O)Nc1ccc(Br)cn1)c1c[nH]c2ccccc12	10%	0.3%	31%	0%	·	0.7%	-6%	-32%	3.3%
46	CCCSc1nc(N2CCOCC2)c2c(c1C#N)CCCC2	-16%	0.2%	-3%	11%	i	12%	-1%	-6%	1.0%
47	CCc1ccc(NC(=O)c2[nH]c(C)c(C(C)=O)c2C)cc1	-74%	-0.6%	0%	11%	·	0.9%	-13%	-54%	10%
48	CCOC(=O)c1c(C)nn(Cc2cccc(Cl)c2)c1N	6%	-0.6%	5%	8%	i	-0.7%	3%	-22%	-2.2%
49	Cn1c(C2CCCCC2)nc2ccccc21	-5%	0.2%	-36%	-3%	·	1.5%	-5%	5%	5.8%
50	CCC1(c2ccccc2)NC(=O)N(CC(=O)NCc2ccccc2OC)C1=O (configuration not stated)	-26%	-1.0%	1%	11%	·	-0.6%	-2%	-34%	-1.0%
51	O=[N+]([O-])c1cc(-c2ncccn2)c([N+](=O)[O-])s1	3%	-1.1%	-12%	-9%	?	6.4%	17%	42%	-7.9%
52	Cc1ccc(NS(=O)(=O)c2ccc3c(c2)NC(=O)CO3)c(C)c1	14%	-0.5%	-2%	-4%	·	0.4%	-5%	-11%	1.8%
53	Cc1sc(N/N=C/c2ccco2)nc1-c1ccccc1	-6%	-1.0%	-42%	-8%	i	-2.9%	-12%	21%	1.7%
54	O=C(c1cccc(F)c1)N1CCCC(C(=O)N2CCCC2)C1 (configuration not stated)	6%	0.5%	3%	-4%	i	3.5%	5%	-44%	5.5%
55	O=C(CCN1C(=O)c2ccccc2S1(=O)=O)NCc1ccco1	2%	-0.2%	-17%	-8%	i	-0.6%	2%	34%	-4.3%
56	O=C(CN1C(=O)C2C3C=CC(C3)C2C1=O)NCCc1ccccc1 (configuration not stated)	-2%	0.2%	15%	2%	i	-2.6%	-12%	-38%	-3.5%
57	Cn1c(=O)c2c(nc(NCCOc3ccc(F)cc3)n2C)n(C)c1=O	4%	-0.6%	-5%	-6%	i	-1.2%	-7%	-10%	1.5%
58	Nn1c(SCc2cccc3ccccc23)nnc1-c1ccco1	4%	-1.2%	-13%	-1%	i	27%	-7%	20%	0.0%
59	O=C(O)c1cccc(S(=O)(=O)Nc2cc(Cl)ccc2Cl)c1	22%	0.1%	3%	3%	i	1.9%	6%	8%	·
60	CC(C)N(C(=O)CSc1nc2ccccc2c(=O)[nH]1)C(C)C	-10%	0.1%	-58%	8%	i	3.4%	-3%	-3%	-2.7%
61	CC(/C=C1\SC(=S)N(CC(=O)O)C1=O)=C\c1ccccc1	8%	-0.1%	-15%	18%	i	36%	26%	2%	4.2%

Screening data deposited in PubChem by several laboratories.
